Assay outcomes: PubChem BioAssay, National Center for Advancing Translational Sciences (NCATS)
Mm-Cpn inhibitor – Inhibitors of TCP-1 ring complex (TRiC) of Methanococcus maripaludis (MmCpn): qHTS; purified Mm-Cpn ATPase, ADP Transcreener TR-FRET; Chaperonin Mm-Cpn (Methanococcus maripaludis); hit rate 0.031% among 330,000; AID 504842, 2011; Potency, µM (top dose mostly 76.9 µM), inactives show top-dose activity, negative = inhibition, usual class: inhibitors; active = well fitted inhibition curve with a large enough effect; inconclusive = small, poorly fitted or top-dose-only effect; also: nearly all actives have a fitted effect of over 80% in size
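Compound-treated chaperonin, 25 nM final, turns over 10 uM ATP at 37°C for 30 min following a 10 min preincubation; ADP generated competes with ADP-d2 for Eu-cryptate antibody, lowering FRET.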
The depositor's hits bear a star; ? = inconclusive; [ ] = remark or other dose. % is scaled to controls: 0 for no effect and ±100 for the full control effect; potency is read from the fitted curve at half-maximal effect. This is a subset. The share of hits here may be higher or lower than overall.

No.	Mm-Cpn inhibitor	canonical_smiles
1	1%	CCN(CC)C1CC(=O)N(c2cccc(C)c2)C1=O (stereo unspecified)
2	-1%	Cc1ccc(SCc2cc(=O)n3ccsc3n2)c(C)c1
3	2%	COc1cc(-n2c(C)nc3cc(C(=O)NCCN4CCOCC4)ccc32)cc(OC)c1OC
4	0%	Cn1c(=O)[nH]c(=O)c2c1nc(Br)n2C/C=N/NC(N)=S
5	2%	COC(=O)c1ccc(OC(=O)c2ccc(OCc3c(C)noc3C)c(OC)c2)cc1
6	0%	NC(=O)CCC(NS(=O)(=O)c1ccc(Cl)cc1)C(=O)NCc1ccccc1 (stereo unspecified)
7	0%	C[C@]12CC[C@@H]3c4ccc(O)cc4[C@@H](O)C[C@H]3[C@@H]1CC[C@@H]2O
8	1%	O=C(N/N=C/c1nn(-c2ccccc2)cc1-c1ccc(Cl)cc1)c1ccncc1
9	-1%	COC(=O)c1cc2oc(C)cc2n1CC(=O)Nc1ccc(OC)c(OC)c1OC
10	0%	COC(=O)C1(C)Cc2cc(OC(C)=O)c(OC(C)=O)cc2N1 (stereo unspecified)
11	1%	CNC(=S)NNC(=O)c1cccn(Cc2ccc(Cl)cc2Cl)c1=O
12	1%	C#CCOCCOCCOCCNc1nc(N2CCN(C(=O)[C@H](CCCCN)n3cc(C(N)CO)nn3)CC2)nc(N2CCN(C(=O)[C@H](CCC(=O)O)n3cc(C(N)Cc4ccc(O)cc4)nn3)CC2)n1 (stereo partly specified)
13	0%	COc1cc(S(=O)(=O)Nc2ccccc2)ccc1N=Cc1c(C)[nH]n(-c2ccc(C)cc2)c1=O
14	-1%	Cc1c(NC(=O)CC2NC(=O)NC2=O)c(=O)n(-c2ccccc2)n1C (stereo unspecified)
15	-11%	COc1cc(OC)cc(-c2cc3nc(C)cc(N4CCN(C(=O)c5ccco5)CC4)n3n2)c1
16	1%	Cc1ccc(C)c(N(CC(=O)NC2CCCCC2)C(=O)CCC(=O)Nc2ccccn2)c1
17	0%	Nc1nc2ccc(Cl)cc2c2nc(-c3ccco3)nn12
18	-3%	CCOC(=O)CN(C)Cc1c[nH]c2ccccc12
19	-2%	Cn1ccnc1SCC(=O)Nc1ccc2c(c1)OC(F)(F)O2
20	?	CC(C)CNC(=O)CC(NCC(C)C)C(=O)O (stereo unspecified)
21	-3%	CCOC(=O)CC1C(=O)NCCN1c1nc2c(C)cccn2c(=O)c1/C=C1\SC(=S)N(CC(C)C)C1=O (stereo unspecified)
22	-4%	CCCc1nnc(NC(=O)c2c(O)c3cccc4c3n(c2=O)CCC4)s1
23	-3%	O/N=C/c1cc(Cl)ccc1OCc1cccc2ccccc12
24	1%	O=C(NC1CCC(NC(=O)C2CCCO2)CC1)C1CCCO1 (stereo unspecified)
25	1%	O=C(N/N=C/c1ccc2c(c1)OCO2)C(=O)Nc1ccc2ccccc2c1
26	0%	c1ccc(-n2ncc3c(N4CCN(c5ccccn5)CC4)nc(N4CCCCC4)nc32)cc1
27	-5%	Cc1c2c(n3c(nc4ccccc43)c1C#N)N(c1ccccc1)CC2
28	-1%	O=C(C1=C(O)C(=O)N(CCCn2ccnc2)C1c1ccc(F)cc1)c1ccco1 (stereo unspecified)
29	-8%	Cc1cc2nc(NC3=NCN(Cc4ccc5c(c4)OCO5)CN3)nc(C)c2cc1C
30	1%	CC1C2(C)OCC(C#N)(C(=N)O2)C1(C#N)C#N (stereo unspecified)
31	0%	O=C(CCCCCNc1nc(=S)[nH]c2ccccc12)N1CCN(c2ccccn2)CC1
32	-1%	O=[N+]([O-])c1ccc(N2N=C(c3ccccc3)CC2c2ccccc2O)cc1 (stereo unspecified)
33	2%	Cc1ccc(-c2nnc(SCC(=O)NNC(=O)COc3cccc4ccccc34)n2C)cc1
34	-4%	COC(=O)N1CCN(c2ccc(C)c(C)c2)CC1
35	-2%	NC(=O)C1CCN(c2nc(-c3ccccc3[N+](=O)[O-])cs2)CC1
36	-4%	Cc1ccnn2cc3c(=O)n(C)c(=O)n(C)c3c12
37	3%	O=C(c1cnc2n(c1=O)CCS2)N1CCN(c2ccccc2Cl)CC1
38	0%	Cc1ccc(C2c3c(C)nn(-c4ccc([N+](=O)[O-])cc4)c3N=C3C(=O)Nc4ccccc4N32)cc1 (stereo unspecified)
39	2%	Cc1ccc2cc(C(c3nnnn3C(C)(C)C)N3CCCC3)c(=O)[nH]c2c1C (stereo unspecified)
40	-8%	N#C/C(C(=O)c1ccccc1)=C1/SC=C(N)N1c1ccccc1
41	2%	COc1ccc2nc(NC3=NCN(CC4CCCO4)CN3)nc(C)c2c1 (stereo unspecified)
42	-5%[15.4 µM]	COc1ccc([C@]23Cc4cc(C#N)ccc4C(O2)c2c(cc(-c4ccccc4)oc2=O)O3)cc1
43	-1%	Cc1sc2nc3c(C(=O)N4CCN(c5ccccn5)CC4)cccn3c(=O)c2c1C
44	-1%[15.4 µM]	CCCCC[C@]12Cc3cc(OC)c(OC)cc3C(O1)c1c(cc(C)n(-c3ccccc3)c1=O)O2
45	0%	Cn1c(Cc2ccc3c(c2)OCO3)nnc1SCC(=O)NC1CCCC1
46	-3%	CCOC(=O)C1=C(C)N=c2s/c(=C/c3ccc(OCC(=O)O)cc3)c(=O)n2C1c1ccc(SC)cc1 (stereo unspecified)
47	-3%	O=C(Nc1ccc(Cl)c([N+](=O)[O-])c1)Nc1nc2ccccc2s1
48	-10%	CCN(C(=O)c1ccc2c(Cl)c3c(nc2c1)CCC3)c1cccc(C)c1
49	-2%	CC(/C(O)=C(\C#N)c1nc2ccccc2n1C)N1C(=O)c2ccccc2C1=O (stereo unspecified)
50	2%	Cc1cc(C(=O)N/N=C/c2cc(Br)cc(Br)c2OC(=O)c2ccccc2)n[nH]1
51	0%	O=c1[nH]c2ccccc2nc1C(Cl)c1ccccc1 (stereo unspecified)
52	-3%	CCOC(=O)/C(N=Nc1sc(C(=O)OCC)c(C)c1C(=O)OCC)=C(\C)O
53	1%	O=C1CC(c2ccc(Br)cc2)NC(c2ccc(Br)cc2)C1c1ccccc1 (stereo unspecified)
54	-1%	Cc1c(/C=N/NC(=O)c2cccnc2)c2ccccn2c1C(=O)c1ccc(F)cc1
55	-5%	Cc1ccc(CNC(=O)CCCCCNc2nc(=S)[nH]c3ccccc23)cc1
56	0%	CC(C)OCCCNc1nc2c(-c3ccccc3)nnn2c2ccccc12
57	2%	CCOC(=O)C(=Cc1ccc(F)cc1)C(=O)OCC
58	1%	CCc1noc(C)c1C(=O)NC1CC(C)(C)Cc2c1cnn2-c1ccccc1 (stereo unspecified)
59	2%	COc1ccc2[nH]cc(C(=O)CN3CCN(C/C=C/c4ccccc4)CC3)c2c1
60	-2%	COc1ccc(-n2cnc3cc(NS(=O)(=O)c4ccc(C)cc4)ccc32)cc1

Next section.
No.	Mm-Cpn inhibitor	canonical_smiles
61	3%	Cc1ccc(C)c(SCC(=O)Nc2cc(C)nn2-c2ccc(F)cc2)c1
62	-2%	COC(=O)c1cc2c(=O)n3cccc(C)c3nc2n(Cc2cccnc2)c1=N
63	1%	O=C(/C=C/c1ccc(Cl)cc1)NC(=S)NN1CCCCC1c1cccnc1 (stereo unspecified)
64	-2%	O=C(c1cc2c(=O)n3ccccc3nc2s1)N1CCc2ccccc2C1
65	-14%	CCN(CC)CCn1c(SCC(=O)Nc2ccc(F)cc2)nc2c(sc3ccccc32)c1=O
66	-12%	Cc1ccc(N/N=C2\CC(=O)c3ccccc32)cc1Cl
67	3%	O=[N+]([O-])c1ccc(N2CCN(S(=O)(=O)c3ccccc3)CC2)cc1NCc1ccco1
68	-1%	Cc1ccc(C)c(OCC(=O)N/N=C/c2c(C)nn(-c3ccccc3)c2Cl)c1
69	0%	Cc1ccc(S(=O)(=O)N2CCC(C(=O)Nc3nnc(C45CC6CC(CC(C6)C4)C5)s3)CC2)cc1
70	-2%	CCOC(=O)c1c2ccc(OCC(=O)N/N=C/c3ccccc3C(F)(F)F)cc2n2ccccc12
71	4%	Cn1c(=O)c2c(nc(SCc3ccccn3)n2C)n(C)c1=O
72	-5%	S=C(NCCc1ccccc1)N/N=C/C1CCCCC1
73	-6%	Cc1cc2c(s1)c(C=O)c(C(=O)NCc1ccccc1F)n2C
74	0%	COCCn1c(N/N=C(C)/C=C/c2ccccc2)nc2c1c(=O)[nH]c(=O)n2C
75	0%	C=CCN1C(=O)/C(=C2/C(=O)N(CC(=O)O)c3ccccc32)S/C1=N/c1nccs1
76	0%	CCCCCOc1ccc(N2C(=O)C(C)CNC2=S)cc1 (stereo unspecified)
77	1%	Cc1ccc(S(=O)(=O)N/N=c2\oc3ccccc3cc2C(=O)Nc2cccc(C)c2)cc1
78	-1%	Cc1cccc(NC(=O)c2snc3c(=O)[nH]cnc23)c1
79	-9%	CC1(C)Cc2c(sc3c2c(N)nc(=S)n3Cc2ccccc2)CO1
80	-4%	C#CCOCCOCCOCCNc1nc(N2CCN(C(=O)[C@H](Cc3ccc(O)cc3)n3cc(CCO)nn3)CC2)nc(N2CCN(C(=O)[C@H](Cc3ccc(O)cc3)n3cc(CCO)nn3)CC2)n1

Copied from above: nos. 1 to 3
No.	Mm-Cpn inhibitor	canonical_smiles
1	1%	CCN(CC)C1CC(=O)N(c2cccc(C)c2)C1=O (stereo unspecified)
2	-1%	Cc1ccc(SCc2cc(=O)n3ccsc3n2)c(C)c1
3	2%	COc1cc(-n2c(C)nc3cc(C(=O)NCCN4CCOCC4)ccc32)cc(OC)c1OC

Reformatted field by field: four of the compounds above
[22] CCCc1nnc(NC(=O)c2c(O)c3cccc4c3n(c2=O)CCC4)s1
  Mm-Cpn inhibitor = -4%
[23] O/N=C/c1cc(Cl)ccc1OCc1cccc2ccccc12
  Mm-Cpn inhibitor = -3%
[24] O=C(NC1CCC(NC(=O)C2CCCO2)CC1)C1CCCO1 (stereo unspecified)
  Mm-Cpn inhibitor = 1%
[25] O=C(N/N=C/c1ccc2c(c1)OCO2)C(=O)Nc1ccc2ccccc2c1
  Mm-Cpn inhibitor = 1%

Later entries.
No.	Mm-Cpn inhibitor	canonical_smiles
81	-4%	Cc1ccc(C(=O)C2=C(O)C(=O)N(c3ncccn3)C2c2cccc(Cl)c2)o1 (stereo unspecified)
82	2%	COc1ccc(S(=O)(=O)N2CCN(S(=O)(=O)c3c(F)cccc3F)CC2)cc1
83	-6%	CCOC(=O)c1[nH]c2cc(OC)c(OC)cc2c1NC(=O)CN1CCN(C)CC1
84	1%	CCN1C(=O)/C(=C\c2ccc(-c3cccc(C(=O)OC)c3)o2)SC1=Nc1ccc(C(=O)O)cc1
85	1%	O=[N+]([O-])c1cc([N+](=O)[O-])c2cccnc2c1O
86	-7%	Cc1nccc2[nH]c(=O)c(C(=O)NCCCN(C)C3CCCCC3)cc12
87	2%	Cc1cc(C)nc(-n2nc(C)cc2NC(=O)c2cc(=O)c3ccccc3o2)n1
88	1%	CCC(=O)N1CCc2cc(S(=O)(=O)NCCC(=O)N3CC=C(c4ccccc4)CC3)ccc21
89	-1%	O=C1NCCCC1C(=O)N1CCN(C(=O)C2CCCNC2=O)CC1 (stereo unspecified)
90	0%	O=C(N[C@H](C(=O)O)c1ccccc1)C1CCC(Cn2nnc3ccccc3c2=O)CC1 (stereo partly specified)
91	-8%	CC1(C(=O)CSc2n[nH]c(-c3ccccc3Cl)n2)CCC(=O)O1 (stereo unspecified)
92	-1%	O=C(Nc1ccc(NC(=O)c2ccncc2)cc1)c1ccncc1
93	1%	COc1ccc(C2Nc3ccc4ccccc4c3-c3c2c(=O)oc2ccccc32)cc1 (stereo unspecified)
94	0%	Cc1ccc(Cn2ccc(NC(=O)c3cc4nc5c(c(C(F)(F)F)n4n3)CCc3ccccc3-5)n2)cc1
95	1%	COc1cccc2cc(-c3ccnc(=S)[nH]3)oc12
96	-5%	O=C(Nc1ccc2c(c1)nc1n2CCN(C2CCCCC2)C1)NC1CCCCC1
97	1%	C#CCOCCOCCOCCNc1nc(N2CCN(C(=O)[C@H]([C@@H](C)CC)n3cc([C@@H](N)CC(C)C)nn3)CC2)nc(N2CCN(C(=O)[C@H](Cc3cc4ccccc4[nH]3)n3cc([C@@H](N)C(C)CC)nn3)CC2)n1 (stereo partly specified)
98	0%	CC1CCC(C(C)C)C(OP(=O)(c2ccc(N(C)C)cc2)C(O)c2cccnc2)C1 (stereo unspecified)
99	1%	CC1(C)O[C@@H]2[C@H](O1)[C@@H](COS(=O)(=O)O)O[C@H]2n1cnc2c(N)ncnc21
100	-1%	CCc1nc2c(c(=O)c3ccccc3n2C)c(=O)n1CCc1ccc(OC)cc1
101	1%	CCCn1cnc2c(c1=O)c1nc3ccccc3nc1n2Cc1ccccc1OC
102	0%	CCOC(=O)c1ccc(N2Cc3cc(C)c(C)cc3C2)cc1O
103	0%	CCN1C(=NCc2cc(OC)c(OC)c(OC)c2)N[C@@H](c2cccc(F)c2)C(C(=O)OC)=C1C
104	-3%	Cc1ccc(CNC(=O)Cn2c(=O)c3sccc3n(Cc3cccc([N+](=O)[O-])c3)c2=O)cc1
105	-2%	CCN(Cc1cc2ccc(C)cc2[nH]c1=O)C(=O)c1ccncc1
106	1%[15.4 µM]	CCCCC[C@]12Cc3ccccc3C(O1)C1=C(CC(C)(C)CC1=O)O2
107	-3%	CN(C(=O)CSc1nnc(-c2ccncc2)n1Cc1ccccc1)C1CCS(=O)(=O)C1 (stereo unspecified)
108	-2%	COc1ccc(CCNC(=O)CCN2C(=O)c3ccccc3C2=O)cc1OC
109	1%	COC(=O)C/C=C/[C@@H](C)[C@@H](/C=N/OC[C@H]1O[C@H](c2ccccc2)C=C[C@@H]1Oc1ccc(OC)cc1)OC
110	-2%	COc1ccc(C(=O)Cn2c(N3CCOCC3)nc3c2c(=O)n(C)c(=O)n3C)cc1
111	1%	CC(C)CC1NC(=O)c2ccc(Cl)cc2-n2c1nc1cc(F)ccc1c2=O (stereo unspecified)
112	-1%	CC(C)n1nnnc1SCC(=O)Nc1ccc2c(c1)OCCO2
113	0%	CCCCC[C@H](O)/C=C/[C@H]1C=CC(=O)[C@@H]1C/C=C\CCCC(=O)O
114	1%	Cc1nc(NC2=NC(C(=O)Nc3ccc(Cl)cc3)CC(=O)N2)nc2ccccc12 (stereo unspecified)
